# High-throughput results as filed in PubChem BioAssay.
# NR2E3 ag-1: activates human NR2E3 receptor. Q9Y5X4. CHO-S Gal4-NCOR/VP16-NR2E3 two-hybrid, luciferase. inhibition of corepressor binding, % at 3.98 µM. 0.35% of 360,000 active. AID 602229;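 active means inhibition above the mean of all tested compounds plus 3 SD, cut at about 70% in these data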;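 further: 0% = DMSO with NR2E3 transfected cells and 100% = cells lacking NR2E3 construct; higher means lower luciferase signal from less NR2E3 corepressor binding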
# Target sequence (Q9Y5X4 whole entry, looked up, the tested form may be a part): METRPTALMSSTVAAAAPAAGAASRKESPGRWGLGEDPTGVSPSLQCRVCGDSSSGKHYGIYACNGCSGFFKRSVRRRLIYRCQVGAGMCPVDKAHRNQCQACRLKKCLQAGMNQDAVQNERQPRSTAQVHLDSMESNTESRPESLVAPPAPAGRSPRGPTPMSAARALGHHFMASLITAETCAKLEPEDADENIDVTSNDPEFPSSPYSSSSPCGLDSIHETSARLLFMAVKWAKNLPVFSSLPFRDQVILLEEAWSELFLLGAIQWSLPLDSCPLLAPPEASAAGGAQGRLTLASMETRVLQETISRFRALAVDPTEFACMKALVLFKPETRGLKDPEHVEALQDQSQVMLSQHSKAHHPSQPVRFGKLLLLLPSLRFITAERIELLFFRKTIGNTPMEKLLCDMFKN
# HIF-2a block: inhibitors of HIF-2a. 786-0 RCC cells HIF-2a reporter, luciferase luminescence, overnight. inhibition, % at 18.8 µM. 0.72% of 360,000 active. AID 624352;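 active means inhibition of the luminescence signal of 40% or more relative to plate controls, in a single-dose primary screen at 18.75 µM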
# MITF TRPM1 inh: inhibitors of MITF-driven TRPM1 promoter in melanoma cells; 0.83% of 330,000 active; AID 488899; SK-MEL-5 TRPM1 promoter luciferase, 24 h; inhibition, % at 12.5 µM;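 active means mean inhibition across replicates of 60% or more, whatever share of single replicates reaches that level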; further: values of inactives mirror those of a sister screen read the other way
# Shn3 inh set2: Schnurri-3 reporter inhibition in Clone20 osteoblasts; Clone20 osteoblast Shn3 3'UTR firefly luciferase, 24 h; inhibition, % at 12.5 µM; 0.52% of 360,000 active; AID 588674;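 active means mean inhibition of at least 75% with every replicate also reaching 75%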;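 further: 0% = median of neutral control wells and 100% = pilot-screen positive control compound; some compounds past the cut are filed as inactive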
# CF NFkB block: inhibitors of cystic fibrosis induced NF-kB | AID 588850 | inhibition, % at 5 µM | KKLEB NF-kB-GFP reporter, PAF-induced, GFP fluorescence overnight | 0.86% of 360,000 active;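 active means at least 50% inhibition at 5 µM, scaled per plate between neutral and stimulator controls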;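 further: PAF is a Pseudomonas aeruginosa culture filtrate used as stimulus; plate controls were PAF-stimulated DMSO wells for no effect and unstimulated DMSO wells for full effect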
# hiPSC survival: enhancers of human iPSC single-cell survival. hiPSC single-cell survival, ATPlite luminescence; 100% = ROCK inhibitor wells, 0% = DMSO. survival enhancement, % at 20 µM. 0.044% of 360,000 active; in the data active means survival enhancement above about 18%;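 further: cells exposed to compounds for 16 hours before the ATP read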
# Peg3 promoter: reduces Peg3 promoter-driven luciferase expression in HeLa. inhibition, % at 20 µM. HeLa PEG-Prom luciferase reporter, luminescence, overnight. 1.7% of 360,000 active;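 active means inhibition of at least 50% at 20 µM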
# NR2E3 ag-2: agonists of human nuclear receptor NR2E3 | inhibition of corepressor binding, % at 4.78 µM | GST-NR2E3/biotin-RetCOR TR-FRET, 1536-well | 0.12% of 320,000 active | Q9Y5X4 | AID 2300;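 active means percent inhibition above the cutoff of mean plus 3 SD of all tested compounds, set per screening campaign, cut at about 20% in these data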;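 further: 0% = DMSO wells and 100% = biotin wells as full block of FRET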
#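 Test system – NR2E3–RetCOR corepressor complex · Quantity – NR2E3 fusion 1.35 nM · Buffer or medium – Tris pH 7.5 · Incubation – Compound–protein incubation for 5 h at 4 °C · Technique – TR-FRET, Eu(K)-anti-GST donor, streptavidin-D2 acceptor, ex 340, em 617/671 nm · Evaluation – percent inhibition of 671/617 nm emission ratio versus biotin and DMSO controls · Plate – 1536-well format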
# TWEAK Fn14 block: TWEAK-Fn14 signaling inhibition. TWEAK-stimulated Fn14 reporter cells, luciferase luminescence, 8 h. inhibition, % at 10 µM. 2% of 360,000 active. AID 1159606; in the data active means inhibition above about 50%
# KKLEB tox: reduces viability of KKLEB cystic fibrosis airway cells; KKLEB CF airway cells viability, ATPlite luminescence, overnight; hits give low values; cells stimulated with P. aeruginosa culture filtrate; activity change (cytotoxicity), % at 5 µM; 0.36% of 360,000 active; AID 602141;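 active means corrected activity change at or below -50% at 5 µM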
# aDG glyco act: alpha-DG glycosylation activation; 0.22% of 360,000 active; activation, % at 10 µM; Pro5-aDG cells, alpha-DG glycosylation AlphaScreen (IIH6); 0% Pro5, 100% B10-LARGE cell signal; AID 624168;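 active means activation of at least 8% versus controls, or a plate z-score of at least 8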;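 further: Pro5 are CHO cells carrying HIG-tagged alpha-DG that lacks glycosylation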
# Starred values were filed as active, the others as inactive; x = not tested or not shown. Outcome played no part in choosing rows. About 4.4% of those tested had a hit in this group.
# Order of results: NR2E3 ag-1	HIF-2a block	MITF TRPM1 inh	Shn3 inh set2	CF NFkB block	hiPSC survival	Peg3 promoter	NR2E3 ag-2	TWEAK Fn14 block	KKLEB tox	aDG glyco act
1: COc1ccc(/C=C/C(=O)OCC(=O)NCc2ccccc2)cc1OC
  -2	8	8	15	13	-3.1	10	4	12	-11	-0.1
2: CCNc1nc(NCC)n2c(SCC(=O)Nc3ccccc3OC(F)F)nnc2n1
  12	21	7	17	-12	-1.5	8	x	19	0	-0.1
3: O=C(Nc1nccs1)C1CCN(S(=O)(=O)c2ccc(Cl)c(C(F)(F)F)c2)CC1
  9	16	0	-6	10	-2.0	5	5	73*	7	0.0
4: CSc1nc(N)nc2c1ncn2CC(=O)N[C@H](CO)Cc1c[nH]c2ccccc12
  -16	-1	6	-19	0	3.3	10	x	-3	2	-0.1
5: CCN(Cc1ccccc1)S(=O)(=O)c1ccc(C(=O)N(CCCN(C)C)c2nc3cc(OC)ccc3s2)cc1
  -14	-28	63*	9	12	-0.1	-11	-5	-8	0	0.2
6: CCn1c(-c2cccc(S(=O)(=O)N3CCCC3)c2)n[nH]c1=S
  17	14	-10	-8	-13	-0.3	1	-1	-15	6	0.0
7: Cc1nc(S/C(=C\c2ccc(OCc3ccccc3Cl)cc2)C(=O)O)n[nH]1
  -24	1	20	5	29	-3.0	-12	2	83*	2	-0.2
8: CCCOc1ccc(C(=O)NCc2ccco2)cc1
  -38	-137	-25	0	7	0.8	-71	-1	-15	-11	-0.1
9: COc1ccccc1-c1cc(NC(C)=O)c2ncc(-c3cccc(C(F)(F)F)c3)n2c1
  -28	10	x	-11	26	0.5	12	x	10	-11	0.0
10: O=C(NCc1ccccc1)c1cccc(NC(=O)c2ccccc2)c1
  21	-9	-11	19	19	-2.0	-5	x	2	-4	-0.2
11: c1ccc(-c2nnc3ccc(N4CCCC4)nn23)cc1
  -6	7	-4	0	-10	-1.4	5	3	-9	2	0.1
12: CC(C)(C)c1ccc(C(=O)NNC(=O)c2cccc(-n3cnnn3)c2)cc1
  -15	3	5	9	0	-0.1	-19	1	-16	0	0.0
13: N#CC1=C(N)SC(C(=O)c2ccccc2)C1c1cccs1 (centres undefined)
  0	18	10	13	15	-0.7	10	-1	4	-5	-0.1
14: CN1CCN(C(=O)c2ccccc2Nc2ccc(SC(F)F)cc2)CC1
  -8	3	4	-21	10	-1.1	17	1	0	3	0.4
15: Cc1ccccc1C(=O)Nc1ccc(S(=O)(=O)Nc2onc(C)c2C)cc1
  1	17	12	-4	-4	-0.6	2	0	-3	-4	-0.1
16: CCOc1ccc(NS(=O)(=O)c2ccc(-c3coc(C)n3)cc2)cc1
  30	-50	-13	27	-8	-0.6	-34	1	4	-4	-0.1
17: Cc1sc2ncn(CC(=O)NCCCC(=O)N3CCCCC3)c(=O)c2c1C
  -13	0	9	-4	5	-0.2	10	4	4	-27	0.1
18: Cc1cc(OCc2cc(C(=O)N(C)Cc3ccccn3)no2)cc(C)c1Cl
  -123	-269	-96	-76	-4	-0.5	-250	0	-14	-10	0.0
19: CC(=O)O[C@H](CC(=O)O)C[N+](C)(C)C
  -20	7	8	74	-15	2.1	3	2	-19	12	0.4
20: CCC(C)(C)n1nnnc1C(c1ccc2ncccc2c1)N1CCN2CCCC2C1 (centres undefined)
  5	-14	4	29	-7	0.6	-1	1	-11	-4	-0.1
21: O=C(NCc1ccccc1)C1=C[C@@H](c2ccc(C(F)(F)F)cc2)C[C@@H](OCc2ccc(CO)cc2)O1
  17	-104	2	41	-24	3.0	-77	-3	6	-11	0.1
22: O=C1/C(=C/c2ccc(N3CCCC3)cc2)NC(=S)N1C1CC1
  -14	-306	-54	7	-42	-0.1	-312	-7	-8	10	0.4
23: CC(C)C(C)NC(=O)COc1ccc([N+](=O)[O-])cc1Cl (centres undefined)
  -16	-18	-1	0	-5	4.0	-17	-3	-5	3	0.6
24: COc1ccccc1NC(=O)CSc1nnc(C2CCCCC2)n1-c1ccccc1
  18	23	3	7	25	-0.5	14	2	-9	-14	0.3
25: S=C(NCCc1ccccn1)NC1CCCCC1
  -43	-90	-16	-9	1	-2.2	-103	-6	-24	7	-0.1
26: CC(C)(CNC(=O)Cc1ccc(NS(=O)(=O)c2cccc(C(F)(F)F)c2)cc1)N1CCOCC1
  5	11	5	3	-2	1.4	4	2	-1	7	0.1
27: COCCN(C(=O)CCC(=O)Nc1cc(C)on1)C(C(=O)NC1CCCC1)c1ccccc1F (centres undefined)
  9	7	3	-5	14	0.0	-7	3	-12	1	0.2
28: O=C(C[C@H]1C/C=C\C[C@H](NC(=O)OCC2c3ccccc3-c3ccccc32)C(=O)O[C@H](c2ccccc2)CNC1=O)N[C@H](CO)Cc1ccccc1
  -7	7	33	42	86*	-6.7	87*	x	-54	-96*	5.0
29: O=C(N1CCCCC1)N1CCN(c2ccc(Cl)cc2)CC1
  -9	-7	4	2	-4	0.8	0	3	0	-5	0.1
30: Cc1ccc(N(CCC#N)C(=O)COC(=O)c2ccccn2)cc1
  -22	13	22	5	-6	0.0	13	1	20	14	0.0
31: O=C(Nc1ccc(S(=O)(=O)Nc2cnc3ccccc3n2)cc1)c1ccccc1Br
  -23	12	-4	18	-10	-0.2	4	-1	-3	8	0.2
32: Cc1cc(C)c(NC(=O)COC(=O)CCn2c(C)csc2=O)c(C)c1
  -18	13	0	7	9	0.4	13	1	4	-6	-0.2
33: COc1ccc2c(c1)Cc1sc(NC(C)=O)nc1-2
  -93	-260	-79	-95	-14	-0.9	-279	1	-16	-6	0.3
34: COc1ccc(C(=O)NCC(=O)OCc2ccc(F)cc2Cl)cc1OC
  9	5	-8	-17	-9	-1.6	12	-2	-1	0	-0.2
35: CCCNC(=O)Cn1cnc2sc(C(=O)NCCCN3CCOCC3)c(C)c2c1=O
  1	5	0	-8	-8	0.9	-49	4	-3	-8	0.4
36: CC(=O)Nc1ccc(NS(=O)(=O)c2c(Cl)cccc2Cl)cc1
  -4	12	12	-15	-20	-0.3	9	0	-10	-1	-0.1
37: CN(C)CCCN(C(=O)COc1ccccc1)c1nc2cc3c(cc2s1)OCO3
  16	-26	37	-21	-21	0.0	-35	1	-20	-5	-0.2
38: CC[C@@H](C)[C@@H](C(=O)N1CCNCC1)n1cc(CCC(=O)O)nn1
  -15	6	-9	-9	-19	-0.3	-19	1	7	23	1.9
39: COc1ccc(N/C(=C2\CCCC2=O)C2CCCCC2)cc1
  -2	2	-1	-8	14	2.9	14	-2	13	-25	-0.1
40: COc1ccc(OC)c(-c2oc3ccccc3c(=O)c2O)c1
  -15	2	-4	-15	14	7.0	-8	2	-37	-10	0.7
41: COc1ccc(NC(=O)COC(=O)C(NC(=O)c2ccc(C)cc2)C(C)C)cn1 (centres undefined)
  -17	7	-1	-10	-6	-2.2	-2	x	-23	-6	0.1
42: CN(C)CCCNc1c2c(nc3cc(-c4cccc(F)c4)nn13)CCC2
  8	-31	-19	-12	-5	-4.8	-37	-1	-28	-3	-0.4
43: COc1cc(CNn2c(C)n[nH]c2=S)cc(Br)c1OCc1ccc(F)cc1
  -32	0	6	-48	19	1.3	23	-1	-24	2	0.2
44: Cc1cccc(N2N=C(C(=O)N3Cc4ccccc4CC3C(N)=O)CCC2=O)c1 (centres undefined)
  -39	7	1	-8	1	0.2	-5	x	5	1	-0.2
45: C[C@H](CO)N1C[C@H](C)[C@@H](CN(C)Cc2ccc(Cl)c(Cl)c2)Oc2c(NS(=O)(=O)c3cn(C)cn3)cccc2C1=O
  -25	9	5	-13	-26	1.1	-17	x	27	18	1.6
46: Cc1nc(C)c(C(=O)C2=C(O)C(=O)N(CCN3CCOCC3)C2c2cccnc2)s1 (centres undefined)
  -3	4	-6	-13	5	1.4	-13	0	-2	-7	0.0
47: Cc1cc(C)n(-c2cc(=O)n(C)c(=O)n2C)n1
  7	12	4	10	5	3.1	7	-1	-10	-3	0.0
48: O=[N+]([O-])c1ccc(N2CCNCC2)c(S(=O)(=O)N2CCOCC2)c1
  -7	9	-10	-1	-12	-1.0	5	3	-2	8	-0.1
49: COc1cc(CN(C)CCc2ccccn2)cc(OC)c1OC
  -20	19	-10	20	-1	-0.6	20	-1	10	3	0.1
50: Brc1ccccc1-c1nnc(COc2cccc3cccnc23)o1
  -30	-115	-7	8	-2	0.5	-60	1	-10	2	0.0
51: CCCC(=O)N1CCC1(C)C(=O)NS(=O)(=O)c1cccs1 (centres undefined)
  -26	-6	x	48	-13	11	0	x	4	-7	0.0
52: Cc1noc(C)c1C(=O)OCC(=O)NCc1ccccc1
  8	7	1	-19	-8	0.0	-25	x	6	10	0.0
53: Cc1cccc2cc(C3CC(c4ccco4)=NN3C(=O)CCC(=O)O)c(Cl)nc12 (centres undefined)
  -10	20	-3	-15	6	5.2	9	-3	3	-2	-0.1
54: Cc1nnc(SCC(=O)c2c(N)n(C3CC3)c(=O)[nH]c2=O)n1-c1ccccc1
  -39	10	-9	-9	-5	2.1	2	1	9	12	-0.2
55: COC(=O)c1cc(=O)n(-c2c(Cl)cc(C(F)(F)F)cc2Cl)[nH]1
  -29	7	-8	5	-8	0.0	4	4	8	4	-0.2
56: C=CC[C@@H](CC(=O)OC(C)(C)C)C(=O)OC[C@H]1CCCN1C(=O)[C@@H](CC=C)CC(=O)N(CCO)Cc1ccccc1
  26	8	-8	2	9	-0.8	5	x	2	-7	0.7
57: Cc1ccc(S(=O)(=O)/N=C2/NC(=O)/C(=C/c3ccccn3)S2)cc1
  -19	12	10	1	-6	0.8	13	0	6	12	-0.2
58: COc1ccc(-n2nnnc2-c2ccc(S(C)(=O)=O)cc2Cl)cc1
  -10	3	12	29	-3	-0.5	6	1	-3	-8	0.1
59: O=C(NCCN1CCCCC1)c1cc(COc2c(F)cccc2F)on1
  -3	-5	1	2	8	1.0	-36	-2	-3	2	-0.1
60: CN(C)S(=O)(=O)c1ccc(N2CCCC2)c(C(=O)Nc2nc3c(ccc4ccccc43)s2)c1
  -35	21	18	26	8	-0.1	10	1	-28	8	-0.2
61: COc1ccc(NC(=O)c2csc3c2CCCCC3)c(OC)c1
  -34	-98	-14	-9	21	-2.9	-88	5	1	-4	0.1
62: N#Cc1cc2ccccc2n2nnnc12
  -30	9	2	-16	12	0.5	-23	3	1	-3	-0.1
63: CCOc1cc(N2CCOCC2)c(OCC)cc1NC(=O)CN1CCCC(C)C1 (centres undefined)
  -18	9	-8	11	23	2.5	8	-2	-23	-12	0.2
